HCV inh: blocks hepatitis C virus; Huh7.5.1 HCVcc-Cre infection, luciferase reporter, 44 h; actives 3.4% (n = 340,000); Potency, µM (highest dose often 41.8 µM), for the others: at the highest dose activity change, negative = inhibition, most hits filed as inhibitors
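After 44 h co-culture of compound, cells and HCVcc-Cre (~0.5 moi), substrate is added for 15 min at room temperature and luciferase measured over 15 sec. Cells were seeded at 1,000/well and pre-cultured 4 h.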
LmPK inhibitor: blocks Leishmania mexicana pyruvate kinase activity; Q27686; purified LmPK, Kinase-Glo ATP luminescence, 1 h; Potency, µM (highest dose often 57.5 µM), without a hit: top-dose activity change, negative = inhibition, hits mostly inhibitors; actives 0.37% (n = 290,000); AID 1721
Target sequence (Q27686 whole entry, looked up): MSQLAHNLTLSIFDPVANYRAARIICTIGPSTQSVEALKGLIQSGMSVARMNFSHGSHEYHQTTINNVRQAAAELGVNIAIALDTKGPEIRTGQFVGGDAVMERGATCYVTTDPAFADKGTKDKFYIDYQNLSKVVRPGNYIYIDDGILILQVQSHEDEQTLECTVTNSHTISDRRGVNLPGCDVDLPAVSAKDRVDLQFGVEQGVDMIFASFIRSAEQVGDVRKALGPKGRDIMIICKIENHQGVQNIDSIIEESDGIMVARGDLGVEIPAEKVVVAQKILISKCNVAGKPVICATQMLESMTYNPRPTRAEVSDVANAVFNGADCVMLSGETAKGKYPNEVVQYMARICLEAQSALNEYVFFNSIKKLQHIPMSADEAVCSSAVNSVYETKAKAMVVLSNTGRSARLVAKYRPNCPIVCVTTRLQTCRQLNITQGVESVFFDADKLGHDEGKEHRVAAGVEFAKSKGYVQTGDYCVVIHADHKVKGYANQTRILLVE
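0.1 nM LmPK, 0.5 mM PEP, 0.1 mM ADP; 50 mM imidazole pH 7.2, 7 mM MgCl2, 50 mM KCl; 1 h RT. Kinase-Glo luminescence readout, normalized to no-enzyme (full inhibition) and uninhibited wells.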
Sm TGR block: S. mansoni TGR enzyme inhibition; Potency, µM (series often up to 114 µM), for inactives: at the highest dose activity change, negative = inhibition, most hits filed as inhibitors; purified TGR, DTNB reduction, TNB absorbance 405 nm; actives 3% (n = 360,000); Q962Y6; also: nearly all actives have a fitted effect of over 60% in size
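Kinetic colorimetric format: TGR-catalysed, NADPH-driven DTNB reduction monitored via TNB absorbance. Enzyme dispensed at 20 nM; compound exposure 15 min at room temperature before reaction start.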
Pf growth 48h: P. falciparum growth inhibition at 48 hours (one generation); P. falciparum luciferase growth in erythrocytes, 48 h; Potency, µM (doses to about 28.7 µM), for the others: at the top dose activity change, negative = inhibition, actives largely listed as inhibitors; actives 5.9% (n = 310,000); AID 504832
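Luminescence readout; reporter = integrated firefly luciferase in P. falciparum. RBC culture at 2% hematocrit, 0.1% parasitemia final, 37 C/5% CO2; decreased signal taken as growth inhibition.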
Tb PYK inh: T. brucei pyruvate kinase inhibition; actives 0.12% (n = 410,000); AID 624173; Potency, µM (series often up to 76.8 µM), for the others: at the highest dose activity, negative = inhibition, usual class: inhibitors; Q57TT1; TbPYK enzyme, Kinase-Glo Plus ATP luminescence, 45 min; also: nearly all actives have a fitted effect of over 50% in size
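Readout: single end-point luminescence (Kinase-Glo Plus, 10 min). Reaction conditions were TbPYK/substrate plus 130 uM ADP, 45 min at RT, pH 7.2 TEA buffer. No-enzyme wells served as controls, and data were normalized before concentration-response fitting.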
Pf growth 96h: P. falciparum growth inhibition at 96 hour, primary screen for plastid delayed-death inhibitors; P. falciparum luciferase reporter growth, 96 h; AID 504834; actives 6.9% (n = 320,000); Potency, µM (titrated, usually from 28.7 µM), for the others: at the top dose activity change, negative = inhibition, usual class: inhibitors
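Readout is luminescence from an integrated firefly luciferase in P. falciparum. Red cells, 2% hematocrit and 0.05% parasitemia final, were cultured with compound through two parasite generations (96 hours) at 37 C, 5% CO2.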
Starred values were filed as active, the others as inactive; ? = inconclusive; . = not tested or not shown; & = joins results of further samples; ! = repeats disagree; [ ] = another dose, or the depositor's remark. Calls follow the shape of the dose curve; as a rule, active = well fitted curve in the direction sought with a large enough effect; inconclusive = small, poorly fitted or top-dose-only effect, or another doubt; inactive = no such curve, though single readings can be large; an effect the other way counts as inactive or inconclusive. % is scaled to controls: 0 for no effect and ±100 for the full control effect; potency is read from the fitted curve at half-maximal effect.

SMILES	HCV inh	LmPK inhibitor	Sm TGR block	Pf growth 48h	Tb PYK inh	Pf growth 96h
CC(NC(=O)C(NC(=O)C1CCCN1C(=O)OC(C)(C)C)C(C)C)C(N)=O (centres undefined)	-2%	2%	-22%	-12%	1%	25%
CC(C)(C)c1ccc(C(=O)N2CCN(C(=O)C3CCCCC3)CC2)cc1	-6%	3%	7%	?	5%	10µM*
O=C(NC1CCOCC1)C1CCC(=O)N(CCc2cccc(F)c2)C1 (centres undefined)	-1%	2%	-1%	-5%	0%	?
COc1cc(C)c(S(=O)(=O)NCc2cccnc2)cc1C	3%	-2%	5%	0%	-11%	-11%
COCc1ccc(C(=O)NC(C)c2cnn(-c3ccccc3C)c2C)o1 (centres undefined)	13%	2%	-33%	-4%	2%	49%[activator]
CCOc1cc(CNCc2cccs2)cc(Br)c1OCC	?	0%	-3%	?	-4%	?
Cc1ccc(-c2nc(N3CCOCC3)sc2C(=O)N2CCOCC2)cc1	19%	-3%	-1%	12%	-12%	14%
O=[N+]([O-])c1cc(F)c2cccnc2c1O	-24%	2%	3.2µM*	0%	-13%	?
O=C(c1cc(COc2c(F)cccc2F)on1)N1CCC(c2ccccc2F)C1 (centres undefined)	-10%	5%	9%	20%	-3%	9.3µM*
O=C(COc1ccccc1Cl)Nc1cccc(S(=O)(=O)N2CCCC2)c1	10µM*	.	-14%	?	0%	?
CC(Oc1ccc(F)cc1)C(=O)Nc1ccccc1N1CCCCC1 (centres undefined)	.	-3%	4%	?	5%	12µM*
O=C1NC(c2ccc(Cl)cc2)Nc2ccccc21 (centres undefined)	13%	5%	36%	-17%	1%	0%
Cc1cc(C)nc(SCc2ccc(C(=O)N/N=C/C3CCCCC3)cc2)n1	?	4%	?	1%	-3%	-8%
O=C(NCC1CCCO1)c1ccc2c(=O)n(-c3ccc(F)cc3)c(=S)[nH]c2c1 (centres undefined)	-1%	2%	-16%	21%	-11%	-13%
O=C(c1ccc(COCC(F)(F)F)cc1)N1CCN(c2ccccn2)CC1	0%	-1%	4%	31%[activator]	1%	?
COC(=O)c1ccncc1C(=O)Nc1ccc(Oc2ncc(C(F)(F)F)cc2Cl)cc1	10%	?	0%	-1%	2%	10%
CCC1(C)CC(CC(=O)O)(c2ccccc2OC)CCO1 (centres undefined)	25%	-2%	3%	49%[activator]	-1%	-26%
CC(CCc1ccccc1)NC(=S)NC1CCCCC1 (centres undefined)	?	-2%	-2%	-21%	-4%	?
COC(=O)c1ccc(CN(C)S(=O)(=O)c2cccs2)cc1	16%	7%	-12%	44%[activator]	-2%	43%[activator]
COc1ccc(/C=C2\CCc3ccccc3C2=O)cc1O	-9%	-14%	-24%	214%[activator]	1%	252%[activator]
CCN(CC)C1=C(Cl)C(=O)C(Cl)C12OCCO2 (centres undefined)	1%	-14%	-10%	15µM*	-1%	-6%
N/C(=N\OC(=O)CCn1cccc(C(F)(F)F)c1=O)c1ccc(OC(F)(F)F)cc1	-14%	4%	-5%	39%[activator]	1%	0%
CCOC(=O)N1CCC(NC(=O)CCC(=O)N2CCOc3ccc(C)cc32)CC1	11%	0%	4%	-15%	-1%	64%[activator]
O=C(Oc1c(-c2ccco2)oc2ccccc2c1=O)c1cccnc1	6%	2%	-1%	-14%	1%	?
CCN1C(=O)C(CC(=O)Nc2ccc(F)cc2)N(CCCN2CCN(c3ccc(F)cc3)CC2)C1=S (centres undefined)	?	6%	-19%	?	6%	?

A section from the list above:
SMILES	HCV inh	LmPK inhibitor	Sm TGR block	Pf growth 48h	Tb PYK inh	Pf growth 96h
O=C(Oc1c(-c2ccco2)oc2ccccc2c1=O)c1cccnc1	6%	2%	-1%	-14%	1%	?
CCN1C(=O)C(CC(=O)Nc2ccc(F)cc2)N(CCCN2CCN(c3ccc(F)cc3)CC2)C1=S (centres undefined)	?	6%	-19%	?	6%	?

New compounds follow:
SMILES	HCV inh	LmPK inhibitor	Sm TGR block	Pf growth 48h	Tb PYK inh	Pf growth 96h
O=C(c1ccc(F)cc1)N1CCN(c2cc(N3CCCCC3)c(F)cc2[N+](=O)[O-])CC1	?	0%	0%	?	-4%	-23%
COc1ccc(NC(=O)c2cccc3cccnc23)cc1S(N)(=O)=O	-12%	7%	-1%	-16%	-2%	-7%
CCOC(=O)C(=NCC1CCCO1)NNc1ccccc1Cl (centres undefined)	-30%	7%	?	-5%	-25%	23%
C=C1CCC[C@]2(C)C[C@H]3OC(=O)C(CNCCN(CC)CC)[C@H]3CC12 (some centres undefined)	?	-4%	0%	?	0%	?
C=C1C(C(=O)Nc2ccccc2)C1C(=O)Nc1ccccc1 (centres undefined)	-2%	3%	11%	0%	-2%	-1%
C=CCNS(=O)(=O)c1cc(S(=O)(=O)NCC=C)c(OC)cc1OC	-7%	-2%	-1%	236%[activator]	2%	2.9µM*
Cn1ncc2c(Nc3ccc(-c4ccccc4)cc3)ncnc21	?	-2%	2%	2%	0%	?
O=C(Nc1ccc(F)cc1)c1cccc(C(=O)Nc2ccc(F)cc2)c1	-19%	5%	-17%	15%	0%	2%
COc1ccc(Oc2coc3cc(OC(=O)c4cncc(Br)c4)ccc3c2=O)cc1	12%	2%	6%	36%[activator]	0%	116%[activator]
COc1ccc(C(=O)Nc2nc(N)n(-c3ccccc3)n2)cc1	0%	-6%	-2%	42%[activator]	-2%	25%
Cc1ccc(NC(=O)CSc2nc(C)c(Cc3ccccc3)c(=O)[nH]2)cc1C	0%	1%	-4%&-2%	6%	-1%&2%	1%
O=c1[nH]c(C2CCN(S(=O)(=O)c3ccc(C(F)(F)F)cc3)CC2)nc2c1nnn2Cc1cccc(F)c1	4%	-1%	8%	?	-11%	?
CCNc1sc(C(=O)c2cccs2)c(N)c1-c1nc2ccccc2s1	5µM*	1%	-10%	?	-16%	?
COc1ccc(Cc2nnc(SCC(=O)Nc3ncc(C)s3)o2)cc1	-1%	-2%	4%	-8%	1%	51%[activator]
CCC(C)NC(=O)c1ccccc1C(=O)NC(C)CC (centres undefined)	12%	5%	1%	0%	-2%	-1%
Cc1cc2c(C)cc(=O)[nH]c2cc1NC(=O)CCl	11µM*	4%	10µM*	?	-12%	8.3µM*
CN(C)S(=O)(=O)c1cccc(COC(=O)c2cnccn2)c1	15%	1%	3%	6%	1%	16%
Nc1ccc(S(N)(=O)=O)cc1	34%[activator]	.	.	-11%	6%&-6%	?
COc1cc(S(=O)(=O)N2CCC(O)(c3cccc(C(F)(F)F)c3)CC2)ccc1-n1cnnn1	1.6µM*!	1%	0%	10µM*	-9%	?
Cc1ccc(/C=N/NC(=O)c2ccc(NC(=O)c3ccccc3Cl)cc2)o1	-27%	-1%	?	?	0%	-15%
Clc1ccc(OCc2nn3c(C4CCCCC4)nnc3s2)cc1	16%	-1%	2%	-10%	-23%	9.3µM*
O=C(NNC(=S)NC(=O)c1ccc(Br)cc1)c1cccc([N+](=O)[O-])c1	-15%	2%	?	.	-1%	-4%
O=C(Nc1c(F)cc(F)cc1Br)c1cccnc1	17%	-2%	-25%	-6%	-2%	50%[activator]
CCOC(=O)/C(C#N)=C/c1cn(CCC(=O)O)nc1-c1ccccc1	-12%	-3%	0%	1%	-13%	38%[activator]
Nc1ccc(C(=O)N2CCN(S(=O)(=O)/C=C/c3ccccc3)CC2)cc1[N+](=O)[O-]	?	.	2%	?	1%	?

Single records (already shown). Order of screens: HCV inh | LmPK inhibitor | Sm TGR block | Pf growth 48h | Tb PYK inh | Pf growth 96h
`Cc1cc(C)nc(SCc2ccc(C(=O)N/N=C/C3CCCCC3)cc2)n1` is entered as ? | 4% | ? | 1% | -3% | -8%
`O=C(Nc1ccc(F)cc1)c1cccc(C(=O)Nc2ccc(F)cc2)c1` is entered as -19% | 5% | -17% | 15% | 0% | 2%
`O=C(NC1CCOCC1)C1CCC(=O)N(CCc2cccc(F)c2)C1` (centres undefined) is entered as -1% | 2% | -1% | -5% | 0% | ?
`COc1ccc(Cc2nnc(SCC(=O)Nc3ncc(C)s3)o2)cc1` is entered as -1% | -2% | 4% | -8% | 1% | 51%[activator]
`COc1cc(S(=O)(=O)N2CCC(O)(c3cccc(C(F)(F)F)c3)CC2)ccc1-n1cnnn1` is entered as 1.6µM*! | 1% | 0% | 10µM* | -9% | ?

(further entries)
SMILES	HCV inh	LmPK inhibitor	Sm TGR block	Pf growth 48h	Tb PYK inh	Pf growth 96h
CCN(CC)S(=O)(=O)c1ccc(OC)c(N)c1	20%	6%[11.5 µM]	1%	14%	1%	-23%
COc1ccc(N2C(=O)C3CCCN3C2c2cccc(OC)c2OC)cc1 (centres undefined)	9%	-3%	4%	.	2%	-6%
O=C(NCC(=O)N1CCN(C(c2ccccc2)c2ccccc2)CC1)c1ccc(Br)o1	-11%	9%	0%	4%	1%	3%
CC(C)(C)OC(=O)N/N=C\c1ccc[nH]1	10%	-17%	-17%	135%[activator]	0%	25%
CC12CCC3C(CCC4C/C(=N/O)CCC43C)C1CCC2O (centres undefined)	?	2%	-2%	17%	-4%	0%
O=C(NCCc1ccccc1F)C1CC(=O)N(c2ccccc2)C1 (centres undefined)	-2%	2%	2%	3%	-9%	11%
Nc1c(C(=O)Nc2ccc(F)cc2)nnn1-c1cccc(C(F)(F)F)c1	-2%	-5%	-1%	14%	3%	9.3µM*
COc1ccc(C(=O)CSc2nnc(CNC(=O)c3ccc(OC)c(OC)c3)n2C)cc1	-5%	4%	0%	-26%	?	131%[activator]
COc1ccc(-c2nn(-c3ccccc3)cc2C(=O)N2CCOCC2)cc1	?	1%	3%	0%	10%	?
Cc1ccc(CNS(=O)(=O)c2ccc3c(c2)n(C)c(=O)c(=O)n3C)cc1	-9%	-1%	-3%	-13%[1.15 µM]	-4%	8%
O=C(C1CCN(S(=O)(=O)c2c(Cl)cccc2Cl)CC1)N1CCCCCCC1	7%[8.37 µM]	.	-2%	?	-4%	?
COc1cc(C(=O)Nc2ccc(-c3nc4cc(C)ccc4o3)c(O)c2)cc(OC)c1OC	?	3%	2%	?	5%	?
C=CCn1c(SCC(=O)c2cccs2)nc2sc(C)c(C)c2c1=O	?	1%	3%	?	0%	?
CCC1Oc2ccccc2N(CC(=O)NCCN2C(C)CCCC2C)C1=O (centres undefined)	-1%	1%	0%	-8%	-6%	2%
C/C(=N\NC(=O)c1ccc(Cn2cc(Br)cn2)o1)c1cccc(NC(=O)C(C)(C)C)c1	12%	1%	-2%	-30%	-4%	?
CC(C)CN(C(=O)COC(=O)CCCc1c[nH]c2ccccc12)c1c(N)n(Cc2ccccc2)c(=O)[nH]c1=O	18%	-1%	-33%	?	-4%	?
Cn1cccc1CC(=O)NNC(=S)NC(=O)c1ccccc1Br	-4%	5%	?	?	-16%	?
Cc1ccc(Oc2ccc(OCC(=O)NC(C)C(=O)O)cc2)cc1 (centres undefined)	17%	1%	17%	15%	0%	?
Cc1ccnc(NC(=O)c2cccc(NC(=O)Cc3ccccc3)c2)c1	-23%	0%	0%	-16%	0%	?
Cn1c(Cn2c(=O)sc3ccccc32)nnc1SCc1ccc(F)cc1	-22%	3%	5%	1%	5%	?
COc1ccc(Cl)cc1S(=O)(=O)N1CCN(CC(=O)C(C)(C)C)CC1	10%	-7%	-27%	12%	0%	?
Cc1ccc(C(=O)CN(C(=O)c2ccc(Cl)cc2)N2C(=O)CCC2=O)cc1	0%	1%	-3%	47%[activator]	-13%	64%[activator]
O=S(=O)(NCc1cccnc1)c1cccn1-c1ncc(C(F)(F)F)cc1Cl	?	1%	.	7%	5%	-1%
CC(=O)Nc1nc2ccc(C(=O)NCCOC(=O)C3CCCCC3)cc2s1	-18%	1%	.	13%	-2%	99%[activator]

Screening data as filed in PubChem.
